Source: PubChem (several laboratories)
KOR beta-arrestin-1 – KOR antagonists, beta-arrestin recruitment, cell-based, luminescence, uHTS (AID 1778). inhibition, % at 10 µM, or IC50 in µM where a hit was titrated. actives 0.091% (n = 290,000). KOR beta-arrestin recruitment, luminescence, antagonist mode; higher % means a stronger effect; in the data active means inhibition above about 50%; further: strong numbers were not always called active
GPR55 antagonists – inhibition of LPI-stimulated GPR55 beta-arrestin translocation – imaging, U2OS, beta-arrestin-GFP, LPI agonist, primary screen (AID 2013). U2OS GPR55 beta-arrestin-GFP translocation imaging, LPI antagonism; higher % means a stronger effect. one-dose inhibition, % at 10 µM; IC50 in µM for titrated hits. actives 0.13% (n = 290,000);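 active means spots per cell inhibited over 60%, with over 100 cells counted and total cytoplasm intensity under 500,000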;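 further: U2OS cells stably carrying GPR55 and arrestin-GFP stimulated by 5 µM LPI near EC80; imaged beta-arrestin-GFP aggregate spots per cell after agonist stimulation; plate controls were LPI-stimulated DMSO wells for no effect and DMSO wells without LPI for full effect; some results filed as inactive read as strong as hits; confirmed hits need IC50 under 10 µM and bright autofluorescent wells are also inconclusive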
NTR1 ag – agonists of NTR1, primary screen, imaging, U2OS cells, beta-arrestin-GFP, high content (AID 493036); NTR1-U2OS beta-arrestin-GFP spot imaging, agonist mode; P30989; actives 0.17% (n = 330,000); activation, % at 20 µM;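 active means activation at or above 40% of the spot to cytoplasm intensity ratio, with at least 20 cells analyzed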;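 further: 0% = DMSO without peptide and 100% = 100 nM NTR1 peptide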
Target sequence (P30989 whole entry, looked up): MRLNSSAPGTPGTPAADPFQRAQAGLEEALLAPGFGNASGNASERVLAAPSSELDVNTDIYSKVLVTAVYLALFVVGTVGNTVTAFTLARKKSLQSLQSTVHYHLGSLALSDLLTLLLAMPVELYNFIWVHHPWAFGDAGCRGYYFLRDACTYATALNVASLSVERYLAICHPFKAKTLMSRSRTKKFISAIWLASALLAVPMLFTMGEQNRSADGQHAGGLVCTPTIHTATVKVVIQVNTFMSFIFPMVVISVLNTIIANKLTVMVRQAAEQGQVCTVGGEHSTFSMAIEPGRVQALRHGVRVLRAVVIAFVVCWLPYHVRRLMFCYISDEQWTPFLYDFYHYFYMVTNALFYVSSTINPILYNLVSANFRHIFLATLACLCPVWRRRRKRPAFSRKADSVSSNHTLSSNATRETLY
NOD1 NF-kB reporter – inhibition of NOD1-driven NF-kB reporter – cell-based, luminescence, uHTS, primary screen (AID 1578). NOD1-driven NF-kB luciferase reporter cells, luminescence; higher % means a stronger effect. one-dose inhibition, % at 4 µM; EC50 in µM for titrated hits. actives 1% (n = 290,000); in the data active means inhibition mostly above about 36%, no sharp cut-off; inactive means mostly below about 34%;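 further: HEK-293T reporter cells stimulated with the NOD1 agonist gamma-tri-DAP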
GPR55 activation – GPR55 agonists via beta-arrestin recruitment, primary screen, imaging, U2OS cells, beta-arrestin-GFP redistribution (AID 1961); actives 0.048% (n = 290,000); activation, % at 10 µM; hits with a dose series show EC50 in µM; U2OS GPR55 beta-arrestin-GFP redistribution imaging; higher % means a stronger effect;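 active means activation above 40% with more than 50 cells counted in the well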;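 further: U2OS osteosarcoma cells stably expressing GPR55 and beta-arrestin-GFP; plate controls were DMSO negative control for no effect and LPI positive control for full effect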
MgcRacGAP inhibition – MgcRacGAP GTPase-activating activity inhibitors, confirmation, biochemical, ADP Hunter fluorescence; MgcRacGAP-stimulated Rac1 GTP hydrolysis, ADP Hunter fluorescence; higher % means a stronger effect; GST-tagged Rac1 F28L mutant substrate; inhibition, % at 30 µM, or IC50 in µM where a hit was titrated; actives 0.6% (n = 340,000); AID 624330;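 active means first-screen hits whose inhibition reached a set limit at any dose in the follow-up dose series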;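 further: fluorescence reports GDP produced by GAP-driven GTP hydrolysis; strong numbers were not always called active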
KOR beta-arrestin-2 – kappa opioid receptor activators – cell-based, luminescence, uHTS, primary screen (AID 1777) | KOR beta-arrestin recruitment, luminescence; higher % means a stronger effect | one-dose activation, % at 10 µM; EC50 in µM for titrated hits | actives 0.02% (n = 280,000); in the data active means activation above about 50%, passing the limit was not always enough; further: a part of the inactive calls stands beside numbers as strong as those of hits
K1F lysis inhibition – protection from phage-mediated lysis, alamar blue read-out – E. coli UTI89, K1F phage, bacterial capsule biogenesis inhibitors (AID 488966); one-dose inhibition, % at 100 µM; IC50 in µM for titrated hits; actives 0.02% (n = 340,000); E. coli UTI89 K1F phage lysis, alamar blue, 2 h; higher % means a stronger effect;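 active means phage lysis inhibition, versus mean bacterial control, above a set limit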;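 further: capsule biogenesis inhibitors block K1F phage lysis so surviving cells raise fluorescence; higher fluorescence means more inhibition of phage lysis; actives were called in the ten point dose series up to 300 µM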
GPR35 antagonists – inhibition of zaprinast-stimulated GPR35 beta-arrestin translocation – imaging, U2OS, beta-arrestin-GFP, zaprinast agonist, primary screen (AID 2058); U2OS GPR35 beta-arrestin-GFP translocation imaging, zaprinast antagonism; higher % means a stronger effect; one-dose inhibition, % at 10 µM; IC50 in µM for titrated hits; actives 0.052% (n = 290,000);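 active means inhibition of at least 50% with at least 30 cells and total cytoplasm GFP at most 10,000,000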
NTR1 ag cell count 20 µM – second read-out of NTR1 ag, no call of its own (marks repeat the call); cell count; measured here: cell count, cytotoxicity flag
* = called active by the depositor; [ ] = another dose, or the depositor's remark. This is a subset, so the mix of outcomes need not match the whole.

O=C(NCCc1ccccc1Cl)C1CCC(=O)N(CCCc2ccccc2)C1 (stereo not given) was read as KOR beta-arrestin-1 -3%, GPR55 antagonists -19%, NTR1 ag 0.7, NOD1 NF-kB reporter 1%, GPR55 activation -0.2%, MgcRacGAP inhibition 8%, KOR beta-arrestin-2 3.5%, K1F lysis inhibition 0.2%, GPR35 antagonists 3% and NTR1 ag cell count 20 µM 61.
For CCC(Sc1nc2c(cnn2-c2ccccc2)c(=O)[nH]1)C(=O)OC (stereo not given) the results were KOR beta-arrestin-1 -45%, GPR55 antagonists 14%, NTR1 ag 7.4, NOD1 NF-kB reporter 13%, GPR55 activation -0.1%, MgcRacGAP inhibition 11%, KOR beta-arrestin-2 -1.5%, K1F lysis inhibition -1.9%, GPR35 antagonists 9% and NTR1 ag cell count 20 µM 52.
Cc1ccc(-c2nc(C(=O)NCCCN(C)C)cc3c2[nH]c2ccccc23)cc1 was read as KOR beta-arrestin-1 5%, GPR55 antagonists -10%, NTR1 ag 3.4, NOD1 NF-kB reporter 8%, GPR55 activation 0.0%, MgcRacGAP inhibition 26%, KOR beta-arrestin-2 -2.9%, K1F lysis inhibition -0.1%, GPR35 antagonists 3% and NTR1 ag cell count 20 µM 83.
For CCC1CCCCN1CCCNC(=O)CSc1nc2nc(C)c(Cc3ccccc3)c(C)n2n1 (stereo not given) the results were KOR beta-arrestin-1 -19%, GPR55 antagonists 12%, NTR1 ag 2.3, NOD1 NF-kB reporter -33%, GPR55 activation 0.5%, MgcRacGAP inhibition 6%, KOR beta-arrestin-2 4.2%, K1F lysis inhibition 0.1%, GPR35 antagonists 11% and NTR1 ag cell count 20 µM 33.
Cc1cccc(NC(=O)c2ccc(N3CCOCC3)c([N+](=O)[O-])c2)n1 was read as KOR beta-arrestin-1 -16%[20 µM], GPR55 antagonists -1%, NTR1 ag 0.6, NOD1 NF-kB reporter -43%, GPR55 activation 0.2%, MgcRacGAP inhibition 7%, KOR beta-arrestin-2 -2.3%, K1F lysis inhibition 0.3%, GPR35 antagonists 0% and NTR1 ag cell count 20 µM 68.
For CN1C(=O)/C(=C/c2ccc(OCc3ccc(C(=O)O)cc3)c(Cl)c2)NC1=S the results were KOR beta-arrestin-1 -54%[20 µM], GPR55 antagonists 9%, NTR1 ag 0.4, NOD1 NF-kB reporter 31%, GPR55 activation -0.2%, MgcRacGAP inhibition 8%, KOR beta-arrestin-2 -2.4%, K1F lysis inhibition -0.3%, GPR35 antagonists 10% and NTR1 ag cell count 20 µM 63.
`O=C(NCc1ccc(Cl)cc1Cl)C(=O)N1CCCCC1` gave KOR beta-arrestin-1 -11%, GPR55 antagonists -3%, NTR1 ag 1.9, NOD1 NF-kB reporter -7%, GPR55 activation -0.2%, MgcRacGAP inhibition 1%, KOR beta-arrestin-2 -1.7%, K1F lysis inhibition 0.6%, GPR35 antagonists -9% and NTR1 ag cell count 20 µM 88.
Screening Nc1nc(CSc2nc3ccccc3s2)nc(N2CCCCC2)n1 returned KOR beta-arrestin-1 2%, GPR55 antagonists 6%, NTR1 ag 2.2, NOD1 NF-kB reporter -2%, GPR55 activation -0.1%, MgcRacGAP inhibition 14%, KOR beta-arrestin-2 11%, K1F lysis inhibition 0.5%, GPR35 antagonists 19% and NTR1 ag cell count 20 µM 40.
`Cc1cc(OCc2ccccc2)ccc1/C(O)=C1/C(=O)C(=O)N(Cc2cccnc2)C1c1ccncc1` (stereo not given) gave KOR beta-arrestin-1 -1%, GPR55 antagonists 1%, NTR1 ag 0.8, NOD1 NF-kB reporter -10%, GPR55 activation -0.2%, MgcRacGAP inhibition 2%, KOR beta-arrestin-2 4.9%, K1F lysis inhibition -0.2%, GPR35 antagonists -13% and NTR1 ag cell count 20 µM 61.
Screening COc1cccc(CN2C[C@]34C=C[C@@H](C[C@@H]3S2(=O)=O)O4)c1 returned KOR beta-arrestin-1 22%, GPR55 antagonists -3%, NTR1 ag -0.9, NOD1 NF-kB reporter 6%, GPR55 activation 0.0%, MgcRacGAP inhibition 6%, KOR beta-arrestin-2 6.9%, K1F lysis inhibition -1.5%, GPR35 antagonists -7% and NTR1 ag cell count 20 µM 86.
For O=C(COC(=O)CC1CC2CCC1C2)Nc1cc([N+](=O)[O-])ccc1F (stereo not given) the results were KOR beta-arrestin-1 8%, GPR55 antagonists -5%, NTR1 ag -2.1, NOD1 NF-kB reporter -31%, GPR55 activation -0.3%, MgcRacGAP inhibition 7%, KOR beta-arrestin-2 -3.1%, K1F lysis inhibition 0.0%, GPR35 antagonists -22% and NTR1 ag cell count 20 µM 57.
`CCC(CC)NC(=O)c1ccc2nc[nH]c2c1` gave KOR beta-arrestin-1 10%, GPR55 antagonists 3%, NTR1 ag -0.8, NOD1 NF-kB reporter -15%, GPR55 activation 0.2%, MgcRacGAP inhibition 15%, KOR beta-arrestin-2 -9.8%, K1F lysis inhibition 0.3%, GPR35 antagonists 15% and NTR1 ag cell count 20 µM 53.
For COc1ccc(-c2nnc(SCC(=O)NCc3ccco3)n2C)cc1 the results were KOR beta-arrestin-1 14%, GPR55 antagonists 17%, NTR1 ag -0.5, NOD1 NF-kB reporter -3%, GPR55 activation 0.2%, MgcRacGAP inhibition 7%, KOR beta-arrestin-2 -1.5%, K1F lysis inhibition 0.2%, GPR35 antagonists 8% and NTR1 ag cell count 20 µM 74.
For COC(=O)c1sccc1NC(=O)CSc1ccccc1NS(=O)(=O)c1ccccc1Cl the results were KOR beta-arrestin-1 -7%, GPR55 antagonists 28%, NTR1 ag 0.4, NOD1 NF-kB reporter 5%, GPR55 activation 0.1%, MgcRacGAP inhibition 3%, KOR beta-arrestin-2 -2.5%, K1F lysis inhibition 0.5%, GPR35 antagonists -16% and NTR1 ag cell count 20 µM 83.
CC(C)c1ccc(NC(=O)NC2(C(=O)NCc3cccnc3)CCCCC2)cc1 was read as KOR beta-arrestin-1 -70%, GPR55 antagonists -6%, NTR1 ag -0.4, NOD1 NF-kB reporter -1%, GPR55 activation -0.1%, MgcRacGAP inhibition 2%, KOR beta-arrestin-2 -1.4%, K1F lysis inhibition 0.0%, GPR35 antagonists -6% and NTR1 ag cell count 20 µM 48.
Cc1ccc2c(c1)N(CC(=O)O)C(=O)CO2 was read as KOR beta-arrestin-1 -1%, GPR55 antagonists 4%, NTR1 ag -1.1, NOD1 NF-kB reporter -12%, GPR55 activation 0.1%, MgcRacGAP inhibition 0%, KOR beta-arrestin-2 -0.3%, K1F lysis inhibition -0.1%, GPR35 antagonists 9% and NTR1 ag cell count 20 µM 64.
COc1ccc(-c2cccc([C@H]3[C@@H]4C=CCC[C@@]4(C)C(=O)N3Cc3ccccc3)c2)cc1 was read as KOR beta-arrestin-1 9%, GPR55 antagonists 7%, NTR1 ag 7.3, NOD1 NF-kB reporter -6%, GPR55 activation 2.9%, MgcRacGAP inhibition 12%, KOR beta-arrestin-2 4.2%, K1F lysis inhibition -3.1%, GPR35 antagonists 5% and NTR1 ag cell count 20 µM 87.
`O=C(NCc1ccccn1)c1ccc2c(=O)n(CCc3ccccc3)c(=O)[nH]c2c1` gave KOR beta-arrestin-1 0%, GPR55 antagonists 6%, NTR1 ag 2.6, NOD1 NF-kB reporter -22%, GPR55 activation -0.8%, MgcRacGAP inhibition -8%, KOR beta-arrestin-2 -1.9%, K1F lysis inhibition 0.0%, GPR35 antagonists 19% and NTR1 ag cell count 20 µM 54.
`COc1ccc(CN(C)C(=O)c2ccc(Oc3ccccc3)cc2)cc1F` gave KOR beta-arrestin-1 6%, GPR55 antagonists 2%, NTR1 ag 0.9, NOD1 NF-kB reporter 2%, GPR55 activation 0.2%, MgcRacGAP inhibition 11%, KOR beta-arrestin-2 3.2%, K1F lysis inhibition 0.2%, GPR35 antagonists 6% and NTR1 ag cell count 20 µM 59.
CCC(=O)N1CC2(C)CN(C(=O)CC)CC(C)(C1)C2 was read as KOR beta-arrestin-1 23%, GPR55 antagonists -1%, NTR1 ag -1.1, NOD1 NF-kB reporter 10%, GPR55 activation -0.2%, MgcRacGAP inhibition -4%, KOR beta-arrestin-2 -6.7%, K1F lysis inhibition -0.5%, GPR35 antagonists 3% and NTR1 ag cell count 20 µM 94.

2 compounds drawn at random from the list so far, as already listed:
For CCC1CCCCN1CCCNC(=O)CSc1nc2nc(C)c(Cc3ccccc3)c(C)n2n1 (stereo not given) the results were KOR beta-arrestin-1 -19%, GPR55 antagonists 12%, NTR1 ag 2.3, NOD1 NF-kB reporter -33%, GPR55 activation 0.5%, MgcRacGAP inhibition 6%, KOR beta-arrestin-2 4.2%, K1F lysis inhibition 0.1%, GPR35 antagonists 11% and NTR1 ag cell count 20 µM 33.
CC(C)c1ccc(NC(=O)NC2(C(=O)NCc3cccnc3)CCCCC2)cc1 was read as KOR beta-arrestin-1 -70%, GPR55 antagonists -6%, NTR1 ag -0.4, NOD1 NF-kB reporter -1%, GPR55 activation -0.1%, MgcRacGAP inhibition 2%, KOR beta-arrestin-2 -1.4%, K1F lysis inhibition 0.0%, GPR35 antagonists -6% and NTR1 ag cell count 20 µM 48.

Remaining list, next part
CC(C)CCN1CCN(CCCn2cccn2)CC1CCO (stereo not given) was read as KOR beta-arrestin-1 -25%, GPR55 antagonists -17%, NTR1 ag -2.0, NOD1 NF-kB reporter -8%, GPR55 activation 0.1%, MgcRacGAP inhibition 5%, KOR beta-arrestin-2 -0.5%, K1F lysis inhibition 0.1%, GPR35 antagonists -3% and NTR1 ag cell count 20 µM 83.
CCOc1ccc(CN2CCNC(=O)C2CC(=O)O)cc1 (stereo not given) was read as KOR beta-arrestin-1 -32%, GPR55 antagonists 7%, NTR1 ag 1.3, NOD1 NF-kB reporter -14%, GPR55 activation 0.2%, MgcRacGAP inhibition -2%, KOR beta-arrestin-2 0.5%, K1F lysis inhibition -1.7%, GPR35 antagonists -6% and NTR1 ag cell count 20 µM 38.
For COC(=O)Cn1ncc2c(C)n(Cc3ccccc3)c(C)c2c1=O the results were KOR beta-arrestin-1 -16%, GPR55 antagonists -7%, NTR1 ag 2.3, NOD1 NF-kB reporter -32%, GPR55 activation -0.3%, MgcRacGAP inhibition 2%, KOR beta-arrestin-2 0.6%, K1F lysis inhibition 0.1%, GPR35 antagonists -9% and NTR1 ag cell count 20 µM 64.
`Cc1ccc(N=Cc2sc(O)c3ccccc23)c(C)c1` gave KOR beta-arrestin-1 5%, GPR55 antagonists 26%, NTR1 ag 17, NOD1 NF-kB reporter -46%, GPR55 activation -0.3%, MgcRacGAP inhibition -7%, KOR beta-arrestin-2 10%, K1F lysis inhibition -0.2%, GPR35 antagonists 6% and NTR1 ag cell count 20 µM 98.
